Bioassay records from PubChem.
NCI-60 one-dose screen, 48 h, at 10 µM unless noted. Numbers give growth in % (100 = growth as untreated, 0 = no growth, -100 = all killed).
HL-60(TB): HL-60(TB) leukemia cells. actives 9% (n = 78,000). AID 1794776; active = growth percent below 10
* hit, by the source's call; & = joins results of further samples.

canonical_smiles | HL-60(TB)
CN(C)c1ccc(C2C(C#N)=C(/N=C/c3ccccc3)Oc3c2ccc2ccccc32)cc1 (stereo unspecified) | 30
CCOC(=O)c1cnnn1-c1cc(=O)[nH]c2ccc(C)cc12 | 106
O=C(Nc1ccc(OS(=O)(=O)c2ccc(F)cc2)cc1)c1ccc(Cl)cc1 | 91
NS(=O)(=O)c1ccc(CCn2c(SCC(=O)Nc3ccc(Br)cc3)nc3ccccc3c2=O)cc1 | 60
COc1cc2c(c(OC)c1OC)C(=O)CC(c1cccc(C(=O)Nc3ccncc3)c1)O2 (stereo unspecified) | 89
CN(C)CCn1c2ccc(Cl)cc2c2nc3cc(Cl)c(Cl)cc3nc21 | 85
CC(C)c1ccc(/C=N\N(C)C)cc1 | 106
Cc1ccc(S(=O)(=O)NCCNc2nccc(-c3c(-c4ccccc4)nc4occn34)n2)cc1 | 94
Cc1ccc(/C=C(/C2=NCCN2)n2ccc3ccccc32)cc1 | 91
COc1ccc2nc3cc(Cl)ccc3c(N3CCN(c4ccnc(Nc5ccc(F)cc5)n4)CC3)c2c1 | 53
COc1ccccc1-c1ccc2nc(NC(=O)Nc3cc(C(F)(F)F)cc(C(F)(F)F)c3)sc2c1 | -34*
COc1ccc(N2C(=O)c3ccc4c(ccn4S(=O)(=O)c4ccc(C)cc4)c3C2=O)cc1 | 96

Retrieved by structure from above:
canonical_smiles | HL-60(TB)
COc1ccc(N2C(=O)c3ccc4c(ccn4S(=O)(=O)c4ccc(C)cc4)c3C2=O)cc1 | 96
CCOC(=O)c1cnnn1-c1cc(=O)[nH]c2ccc(C)cc12 | 106
NS(=O)(=O)c1ccc(CCn2c(SCC(=O)Nc3ccc(Br)cc3)nc3ccccc3c2=O)cc1 | 60
O=C(Nc1ccc(OS(=O)(=O)c2ccc(F)cc2)cc1)c1ccc(Cl)cc1 | 91

Next entries:
canonical_smiles | HL-60(TB)
CCN(CC)C(=S)Cl | 101
O=C(/C=C/c1ccc(C(F)(F)F)cc1)C(F)(F)C(=O)/C=C/c1ccc(C(F)(F)F)cc1 | 101
CC/C=C/CO[C@H]1Cc2cc3ccc(=O)oc3cc2OC1(C)C | 95
COc1ccc(/C(=C\c2cc(OC)c(OC)c(OC)c2)C(=O)Nc2nc3ccc(C)cc3s2)cc1 | 78
N#Cc1ncc(-c2ccc(C(F)(F)F)cc2)c(NC2CCCCCC2)n1 | 6.7*
O=C(NCCCO)c1cc(Cl)ccc1O | -13*
COc1cc2c(cc1OC)C1=NNC(=O)C1=NC(C)(C)C2 | 93
Cc1cc(C)cc(S(=O)(=O)n2ccc(-c3ccc4c(c3)CCC(C)(C)O4)n2)c1 | 100
NS(=O)(=O)c1ccc(CCN2C(=O)/C(=C\c3ccc(Cl)cc3)C=C2c2ccccc2)cc1 | 77
O=C1C2CC(CN3CCCCC23)C2CCCCN12 (stereo unspecified) | 127
Nc1ccc(-c2ccc(F)cc2F)nc1NC(=O)N1Cc2cn(CC3COC3)nc2C1 | 92
COc1ccc(/C=N/NC(=O)c2cccnc2)c(OC)c1OC | 99
O=C(OCc1ccc(Cl)cc1Cl)OCc1ccc(Cl)cc1Cl | 121
CCOC(=O)NC1CC2c3ccccc3C1c1ccccc12 (stereo unspecified) | 100
Nc1nc(NC2CC2)cc(-c2cccc(Cl)c2Cl)n1 | 33
CCCCn1c(=O)c(/C=C/C(=O)/C=C/c2ccc3c(c2)OCO3)cc2ccccc21 | 89
CN(C)CCC(O)c1ccccc1 (stereo unspecified) | 102
Cc1ccc2c(c1)C1(Nc3cc(Cl)ccc3S1)C(=O)N2C (stereo unspecified) | 101
C1=CC2CC1CC2C1CO1 (stereo unspecified) | 107
O=C(O)CCN1C(=O)/C(=C/c2cc3cc4c(cc3nc2Cl)OCO4)SC1=S | 87
COc1ccc(CCc2ccc3cc(OC)ccc3n2)cc1 | 89
C#CCOc1cccc(Nc2ncnc3c(NC(=O)CCl)cccc23)c1 | -59*
CCCn1cnc2c(SCc3ccccc3)nc(N)nc21 | 70
OCC(O)C(O)C(O)C(O)C(O)c1nc2ccccc2[nH]1 (stereo unspecified) | 97&98
COc1ccc2c(c1)C(Br)=C(CCO)C2c1ccccc1 (stereo unspecified) | 1.0*
Nc1nc(-c2cccc(Cl)c2)nn1C(=S)Nc1ccccc1 | 97
CCC1OC(=O)[C@H](C)C(=O)[C@H](C)[C@@H](OC2O[C@H](C)C[C@H](N(C)C)[C@H]2O)[C@](C)(OC)C[C@@H](C)C(=O)[C@H](C)[C@H]2N(CCCCn3cnc(-c4cccnc4)c3)C(=O)O[C@@]12C (stereo partly specified) | 94
O=[N+]([O-])c1ccc(N/N=C\c2ccccc2S(=O)(=O)O)nc1 | 103
C[C@@H](C[C@H](CCOC(=O)N1CCOCC1)c1ccccc1)c1cc2ccccc2o1 | 70
Cc1ccc(C(=O)OCCc2ccccc2)cc1 | 94
C#CCSc1nnnn1-c1ccc(Br)c(C)c1 | 88
COC(=O)c1[nH]nc2c1C1(C(=O)N(C)c3ccccc31)C(C#N)=C(N)O2 (stereo unspecified) | 107
Nc1ccc(CCc2ccc3ccccc3n2)cc1 | 76
Nc1nc(Nc2ccccc2)c(C=Nc2ccccc2)c(=O)[nH]1 | 99
COc1cccc(C2=NN(C(C)=O)C(c3cc(OC)c(OC)c(OC)c3)C2)c1 (stereo unspecified) | -18*
CC(=O)NC[C@H]1CN(c2ccc(N3CCSCC3)c(F)c2)C(=O)O1 | 127
O=C1OCC2=C1C(c1cccc(Cl)c1)c1cc3c(cc1N2CCO)OCO3 (stereo unspecified) | -19*
COC(=O)c1nc(=S)[nH]c(C(=O)OC)c1C(=O)c1ccc(C)cc1 | 109
NC(=O)N/N=C/c1ccc(Br)o1 | 96
COc1ccc2c(c1)/C(=C/c1c(-c3cc(OC)c(OC)c(OC)c3)nc3sccn13)C(=O)N2 | 83
CC(=O)C1=C(C)NNc2c3ncnc-3ncn21 | 105
O=C(NC1CCS(=O)(=O)C1)c1ccc(C(=O)c2ccccc2)cc1 (stereo unspecified) | 191
O=C(CNc1ccc(S(=O)(=O)N2CCCCC2)cc1)N1CCCc2ccccc21 | 125
Cc1ccc([C@@H]2C[C@@H]3Cc4cc(Br)c5ccccc5c4N2O3)o1 | 111
O=C(Nc1ccc(Cl)cc1)c1ccc(-n2c(=O)[nH]c3ccccc3c2=O)cc1 | 111
Cc1nnc2n(N)c(=O)c3cnn(-c4ccccc4)c3n2c1=O | 114
O=C(C=P(c1ccccc1)(c1ccccc1)c1ccccc1)c1ccc(Br)cc1 | 8.8*
CC1(C)Nc2cccc3cccc(c23)N1 | 108
CCCCCCCCC1OC1CCCCCCCCO (stereo unspecified) | 103
CCOC(=O)CC(C)Cc1ccc2c(c1)OCO2 (stereo unspecified) | 111
C=C1c2nc3ccccc3n2C=C(c2ccc(OC)cc2)N1Cc1cccc(OC)c1 | 63
NS(=O)(=O)c1ccc(N2N=C(c3ccc(Cl)cc3)CCC2=O)cc1 | 94
COc1ccc(C2=NN(C=O)C(c3ccc(OCCN(C)C)c(OC)c3)C2)cc1 (stereo unspecified) | 99
CCn1cc(C2NC(=O)c3ccccc3N2)c2cccc(C)c21 (stereo unspecified) | -56*
CC(C)CCNC(=O)CCn1ccc(N2CCCCC2)cc1=O | 113
CC(C)C(C)(C)c1ccc(O)cc1 | 104
COC(=O)C1=C(Nc2ccc(Cl)c(C(F)(F)F)c2)C(=O)OC12C(=O)Nc1ccccc12 (stereo unspecified) | 96
N#Cc1c(-c2ccccc2)nc(N2CCCCC2)[nH]c1=O | 76
CCCCC/C(C)=N\NC(N)=O | 105
Clc1cccc(C2Oc3ccc(Cl)cc3C3CC(c4cccs4)=NN32)c1 (stereo unspecified) | 89

Following part.
canonical_smiles | HL-60(TB)
Cc1ccc(OC(=O)c2ccccc2C)cc1 | 101
CCOC(=O)c1c2c(c(-c3ccc(OC)cc3)n1Cc1ccc(OC)cc1)CCCc1cnoc1-2 | 100
O=C1OC(C(Cl)(Cl)Cl)Nc2ccccc21 (stereo unspecified) | 99
COc1cc(-c2nc(-c3ccccc3)[nH]c2-c2ccnc(NCCCNS(=O)(=O)c3ccc(F)cc3)n2)ccc1Cl | 137
Cc1ccc(-c2ccc(F)cc2)n1Cc1ccc(Cl)cc1 | 86
COc1ccc(-c2c(N)n[nH]c2-c2cc(Cl)ccc2O)cc1 | 75
O=C(c1ccc(Cl)cc1)c1no[n+]([O-])c1C(=O)c1ccc(Cl)cc1 | -28*
CC1CCCCN1C(c1ccccc1)C(O)c1ccccc1 (stereo unspecified) | 83
O=C(O)CNC(=O)Nc1ccccc1Cl | 100
CC(=O)C(C(C)=O)C(C(C)=O)C(C)=O | 84
COc1ccc(/C=N/Nc2nc(N/N=C/c3ccc(OC)cc3O)nc(N3CCCCC3)n2)c(O)c1 | 20
O=C(CNc1cccc(Cl)c1)Cn1cc(COc2ccc(C=Nc3cnc4ccccc4c3)cc2)nn1 | 101
CCCCCc1cc[n+](CC(=O)c2ccc(Cl)cc2)cc1 | 94
COc1cccc(C(=O)Nc2ccc(-c3cc(=O)c4c(O)c(OC)c(OC)cc4o3)cc2)c1 | 100
O=C(O)c1cc(CCc2cc(O)ccc2O)ccc1O | 115
CC1(C)CC[C@]2(C(=O)O)CC[C@]3(C)C(=CCC4[C@@]5(C)C[C@@H](O)[C@@H]6OC(c7cccc(Cl)c7)OC[C@@]6(C)C5CC[C@]43C)C2C1 (stereo partly specified) | 71
Brc1ccc2[nH]cc(-c3csc4nc(-c5ccccc5)cn34)c2c1 | 93
O=C(Nc1ccccc1)OCCOc1ccc(Cl)cc1Cl | 75&108
c1ccc2sc(Cc3nn[nH]n3)nc2c1 | 129
CCc1c(Cl)nc(N)nc1Nc1ccc(Cl)c(Cl)c1 | 76
O=C1/C(=C/c2ccc(OCCCCCCOc3ccccc3Cl)cc2)N=C2SCCCN12 | 50
CCOC(=O)C1=NN(c2ccccc2)C2=NC(=O)/C(=C\c3cn(-c4ccccc4)nc3-c3cc4ccccc4o3)C(=O)N12 | 76
Cc1ccc(S(=O)(=O)NC(=S)S)cc1 | 81
N#C[Se]CC(=O)Nc1cccc(C(F)(F)F)c1 | 0.1*
Nc1ccc(CC[C@H]2CCC/C=C/[C@@H]3C[C@H](O)C[C@H]3[C@H](O)/C=C/C(=O)O2)cc1 | -8.5*
COc1ccc(C2SCC(=O)N2NC(=O)c2ccc(C)nc2)cc1 (stereo unspecified) | 90
Cc1ccc(S(=O)(=O)N/N=C2\CC3CC2C2CCCC32)cc1 (stereo unspecified) | 98
O=S1(=O)CC(Br)C(Br)C1 (stereo unspecified) | 82&34
Cc1c(CNC(=O)CN2CCN(c3ccccc3)CC2)nn(-c2ccccc2)c1CC(C)C | 76
CCOC(=O)c1c(C)nc2c(c1N)/C(=C/c1ccco1)C(=O)N2Cc1ccccc1 | 96
CC1=CN2C(=NC3=C(CCCC/C3=C\c3ccc(Cl)cc3)C2c2ccc(Cl)cc2)S1 (stereo unspecified) | 86
CC(=O)OCC1C2C=CC(C2)C1COC(C)=O (stereo unspecified) | 94
CC1=C(SCC(=O)OCCCCCC(C)C)C(=O)c2ccccc2C1=O | 87
CCCCOP(=O)(CCC(=O)NC)OCCCC | 103
Cc1ccc(-c2nc3c(N)nc(N)nc3nc2N)cc1 | 102
COc1ccc(C(=O)n2nc(-c3ccccc3)nc2N)cc1OC | 80

Another view of some results above.
NS(=O)(=O)c1ccc(N2N=C(c3ccc(Cl)cc3)CCC2=O)cc1
- HL-60(TB): 94

COc1ccc(C2=NN(C=O)C(c3ccc(OCCN(C)C)c(OC)c3)C2)cc1 (stereo unspecified)
- HL-60(TB): 99

CCn1cc(C2NC(=O)c3ccccc3N2)c2cccc(C)c21 (stereo unspecified)
- HL-60(TB): -56*

Later entries:
canonical_smiles | HL-60(TB)
O=C1CCCN1C1CCN(Cc2cc3ccccc3[nH]c2=O)c2ccccc21 (stereo unspecified) | 96
CC1(CCCC(=O)O)Nc2ccccc2-c2nc(=O)c(-c3ccc(F)cc3)nn21 (stereo unspecified) | 92
CC1=NC(=S)NC(c2ccccc2)/C1=C1/CC(c2ccccc2O)N(c2ccccc2)N1 (stereo unspecified) | 100
Nc1ccc(C(=O)Nc2nc3c(s2)C[C@@H](NC(=O)c2cc(Cl)c(Cl)[nH]2)CC3)cc1 | 69
COC(=O)C1=CC=C[C@@H]2[C@@]3(C)CC(c4ccoc4)OC(=O)[C@@H]3CC[C@@]12C (stereo partly specified) | 109
Cc1ccc(-n2c(/C=C3\C(=O)Nc4ccccc43)ccc2COCC2CO2)cc1 (stereo unspecified) | 89
C=CC(C)(O)CCC=C(C)C (stereo unspecified) | 116
CCOC(=O)c1c(Nc2ccccc2)nn2c(N)c(C#N)c(-c3ccc(OC)cc3)nc12 | 112
CCCCCCN(CCCCCC)CCCCCC | 114
Nc1cccc(CCCCc2cccc(S(=O)(=O)F)c2)c1 | 101
CC(C)[C@@]12c3[nH]c4ccccc4c3CCN1C(=O)[C@H]2Oc1ccc(Cl)cc1 | 90
O=c1oc2ccccc2cc1-c1csc(N2N=C(c3ccc(Cl)cc3)CC2c2ccc(Cl)cc2)n1 (stereo unspecified) | 102
CCOc1ccc(/C=N/NC(=O)CN2CCN(Cc3ccccc3)CC2)cc1 | 96
CC(C)c1ccc(C(=O)Nc2nc3ccc(O)c(CN(C)C)c3s2)cc1 | 77
Nn1c(N=Nc2c(O)[nH]c3ccccc23)n[nH]c1=S | 131
CC(=O)Oc1c(C)cccc1Cl | 102
N=c1nc(N)nc(N)n1-c1ccccc1 | 104
CCCCCCCCCCCC(=O)N1CCOCC1 | 102
CCOC(=O)c1noc2c1CCc1cn(Cc3ccccc3)cc1-2 | 93
Cc1cc(C(=O)CC(=O)C(F)(F)C(F)(F)C(F)(F)F)c(C)s1 | 104
Oc1ccc(Br)cc1/C=N/NC(=S)NC12CC3CC(CC(C3)C1)C2 | -26*
COc1cc(O)c2c(=O)c3c(CC=C(C)C)cc(OC)c(O)c3oc2c1 | -16*
CCCOC(=O)Nc1nc2ccc(SCC(C)C)cc2s1 | 16

Some of the compounds tested; the hit share may differ from the screen's.
